Source: PubChem (several laboratories)
GSK3B inh: blocks human GSK3beta kinase activity; 0.038% of 300,000 active; AID 2097; P49841; GST-GSK3beta kinase, ADP-Glo luminescence, 60 min; hits give low values; activity score (negative = inhibition), % at 10 µM;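 active = more than half of replicate wells score below -50%, meaning over 50% inhibition versus plate controls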;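 note: 0% = median DMSO wells and -100% = median GW8510 positive control wells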
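Test system: GST-fused GSK3beta enzyme, cell-free | Quantity: 1.6 ng GST-GSK3beta enzyme per well | Reagent: 25 µM ATP with peptide substrate | Schedule: 60 min enzyme reaction, room temperature | Signal: Luminescent ADP-Glo measurement of ADP formed | Read-out basis: Score relative to plate controls | Control set: DMSO and 20 µM GW8510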
RGS4 act: potentiators or activators of RGS4; HEK293 M3R/inducible RGS4, carbachol calcium flux Fluo4; hits give low values; B-score at 10 µM; 0.92% of 310,000 active; AID 463111;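 active = B-score of the integrated calcium signal more than 4 SD below the library mean, with starting fluorescence not abnormally high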;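 note: negative B-score means reduced calcium response which marks RGS4 activation or potentiation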
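System – HEK293 FlpIn-TREx cells, stable M3R, doxycycline-inducible RGS4 · Reagent – ECmax carbachol challenge · Times – compound preincubation 20 min at room temperature before agonist · Technique – Fluo4 fluorescence kinetic imaging of calcium · Measure – B score of integrated Fluo4 ratio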
KCNK9 block: human KCNK9 channel inhibition. B-score at 10 µM. AID 488922. Q9NPC2. 1.2% of 310,000 active. HEK293 KCNK9, FluxOR thallium flux fluorescence; hits give low values;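 active = ratio B-score over 3 SD below the library mean, with starting fluorescence within 5 SD of its mean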;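 note: negative B-score means less thallium flux so channel inhibition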
PolyA inh: blocks polyadenylation in yeast reporter cells | S. cerevisiae SKY197-pL101 polyadenylation reporter, beta-gal luminescence; efflux-impaired pdr1/pdr3 knockout yeast; score 100 = 6 SD above DMSO | calls only at 12 µM | 0.02% of 300,000 active;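 active = lowest replicate activity score at least 50, where 100 means six control SD above control mean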;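 note: yeast exposed to compound for 9 h at 30 °C; higher score means more reporter readthrough which indicates perturbed polyadenylation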
hERG protect: compounds protecting human hERG from proarrhythmic drug block; Q12809; CHO-hERG, FluxOR thallium flux, dofetilide IC70 present; activation (rescue from dofetilide block), less the hit threshold, % at 10 µM; 0.51% of 310,000 active;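 active = activation above the mean of controls blocked by dofetilide plus 5 SD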;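 note: thallium influx through hERG after potassium depolarization seen as dye fluorescence rise; in these data hits start at about 4.7%; inactives centre near -7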
KCNQ1 act: potentiators or activators of human KCNQ1 potassium channel. P51787. CHO-K1 KCNQ1, thallium flux FluxOR fluorescence; hits give high values. B-score at 10 µM. 0.35% of 310,000 active;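 active = fluorescence ratio B-score, a plate-corrected score, at least three library SD, with initial intensity B-score within 5 SD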
Target sequence (P51787 whole entry, looked up): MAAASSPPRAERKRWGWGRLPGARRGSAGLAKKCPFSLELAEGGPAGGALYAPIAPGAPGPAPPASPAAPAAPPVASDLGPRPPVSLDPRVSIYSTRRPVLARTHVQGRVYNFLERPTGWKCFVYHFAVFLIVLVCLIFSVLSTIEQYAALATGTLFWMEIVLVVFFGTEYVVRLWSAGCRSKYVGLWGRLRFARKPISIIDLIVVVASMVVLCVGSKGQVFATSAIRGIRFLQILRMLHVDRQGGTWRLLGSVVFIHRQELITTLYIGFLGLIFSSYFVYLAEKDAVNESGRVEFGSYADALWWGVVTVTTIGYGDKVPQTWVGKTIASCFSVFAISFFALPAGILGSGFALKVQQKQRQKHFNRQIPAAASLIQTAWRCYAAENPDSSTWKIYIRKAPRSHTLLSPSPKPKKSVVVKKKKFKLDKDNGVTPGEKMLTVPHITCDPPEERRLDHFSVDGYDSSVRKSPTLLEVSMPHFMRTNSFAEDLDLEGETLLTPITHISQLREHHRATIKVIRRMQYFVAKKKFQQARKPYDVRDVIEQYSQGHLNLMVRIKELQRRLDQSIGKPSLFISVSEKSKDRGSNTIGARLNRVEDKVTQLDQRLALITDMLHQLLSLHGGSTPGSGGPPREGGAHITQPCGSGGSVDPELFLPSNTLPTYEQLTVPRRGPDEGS
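System: Stable KCNQ1 CHO-K1 line | Incubation: 90 min dye loading and 20 min compound exposure, both at room temperature | Measure: Ratio B score | Medium: Assay buffer for compound exposure, DMSO matched across wells | Compound dosing: Single-concentration screen | Probe or stimulus: K+/Tl+ depolarizing stimulus | Measured by: Kinetic FluxOR fluorescence, 10 s baseline plus 110 s post-stimulus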
Dyrk1A ADPGlo: Dyrk1A (rat) kinase inhibition. AID 504441. Q63470. 0.43% of 310,000 active. ADP-Glo luminescence, NFATc1 peptide. inhibition, % at 12.5 µM; in the data active = inhibition above about 50%;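 note: plate controls were vehicle with enzyme for no effect and no enzyme for full effect; many of its hits are not listed in these tables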
RGS4 inh: human RGS4 inhibition | P49798 | HEK293 M3R/RGS4 inducible, Fluo-4 calcium flux; hits give high values; triggered by carbachol at its EC20 | B-score at 10 µM | 0.45% of 310,000 active | AID 463165;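 active = B-score, a plate-corrected calcium signal, over three deviations above library mean, with baseline fluorescence within five deviations of library mean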;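 note: RGS4 expression induced by doxycycline in cells with stable M3 receptor; B-score is computed from the integrated fluorescence ratio over baseline after carbachol; higher B-score means a larger calcium signal and so more RGS4 inhibition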
KCNK3 inh: human KCNK3 channel inhibition, primary screen. O14649. CHO-KCNK3 thallium flux, FluxOR fluorescence; hits give low values. B-score at 10 µM. 0.84% of 340,000 active. AID 602410;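 active = B-score under library mean minus 4 SD, starting fluorescence ratio at most library mean plus 5 SD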;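 note: more negative B-score means stronger inhibition of thallium flux through KCNK3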
Target sequence (O14649 whole entry, looked up): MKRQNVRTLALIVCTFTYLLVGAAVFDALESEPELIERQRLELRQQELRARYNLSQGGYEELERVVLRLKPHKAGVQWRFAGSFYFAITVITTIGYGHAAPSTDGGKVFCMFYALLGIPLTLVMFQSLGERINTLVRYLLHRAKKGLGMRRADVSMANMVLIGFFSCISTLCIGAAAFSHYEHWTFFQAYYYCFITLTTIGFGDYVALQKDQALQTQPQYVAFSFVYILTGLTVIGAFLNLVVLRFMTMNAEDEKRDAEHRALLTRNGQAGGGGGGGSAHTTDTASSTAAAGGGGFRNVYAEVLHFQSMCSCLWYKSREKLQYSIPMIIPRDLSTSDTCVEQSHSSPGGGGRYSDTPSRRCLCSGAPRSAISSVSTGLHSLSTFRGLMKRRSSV
KCNQ1 inh: human KCNQ1 channel inhibition; P51787; CHO-K1 KCNQ1, FluxOR thallium flux fluorescence; hits give high values; B-score at 10 µM; 1.3% of 310,000 active;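 active = compounds whose thallium flux B-score, printed positive for inhibition, exceeds three library SD while starting fluorescence stays within three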;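 note: channel opened by potassium depolarization with thallium stimulus after 20 min compound exposure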
GSK3 alpha inh: blocks human GSK-3 alpha kinase. P49840. ADP-Glo luminescence, 60 min. inhibition, % at 10 µM. 0.1% of 320,000 active;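 in the data active = inhibition above about 50%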;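 note: GST-tagged GSK-3 alpha with peptide substrate and 25 µM ATP; 0% = DMSO neutral wells and 100% = GW8510 positive control wells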
Numbers without * were called inactive; i = inactive; · = not tested or not shown. Only part of the results is shown; count on the stated rates, not on these rows.

SMILES	GSK3B inh	RGS4 act	KCNK9 block	PolyA inh	hERG protect	KCNQ1 act	Dyrk1A ADPGlo	RGS4 inh	KCNK3 inh	KCNQ1 inh	GSK3 alpha inh
C=CCOc1cccc(C2c3c(oc4ccccc4c3=O)C(=O)N2c2ccccn2)c1 (stereo not drawn)	3	i	i	i	-10	i	19	i	i	i	-2
C=CCN1C(=O)C(CC(=O)NCC)SC1=Nc1ccccc1OC (stereo not drawn)	0	i	i	i	-4	i	-1	i	i	i	0
COC(=O)c1nn(-c2ccc(F)cc2)ccc1=O	0	i	i	i	-9	i	-11	i	i	i	4
CCCC(O)(c1ccc(OC)cc1)C(CN(C)C)c1ccccc1 (stereo not drawn)	1	i	i	i	-2	i	4	i	i	i	1
CN(CC(=O)OCC(N)=O)S(=O)(=O)c1ccc(Cl)cc1	-8	i	i	i	-8	i	0	i	i	i	-3
O=C(/C=C/c1ccccc1Cl)N1CCCN(C(=O)/C=C/c2ccccc2Cl)CC1	-2	i	i	i	-8	i	-2	i	i	i	2
CCOC(=O)c1cn(CC)c2cc(F)c(F)cc2c1=O	1	i	i	i	-10	i	6	i	i	i	1
COC(=O)[C@H](CCSC)NC(=O)N1CCC(C)CC1	0	i	i	i	-4	i	-1	i	i	i	-5
O=C1C=C(O)C(n2cncn2)C(c2ccc3c(c2)OCO3)C1 (stereo not drawn)	0	i	i	i	-11	i	·	i	i	i	3
CN1C2CCC1CC(NC(=O)c1cc(Cl)cc3[nH]cnc13)C2 (stereo not drawn)	1	i	i	i	-8	i	14	i	i	i	-1
Cc1cccc(NC(=O)c2cccnc2Oc2ccccc2)c1C(=O)O	-3	i	i	i	-4	i	-7	i	i	i	-2
COc1ccc(-n2ccnc(SCC(=O)NCc3ccc(C)cc3)c2=O)cc1Cl	-2	i	i	i	-6	i	1	i	i	i	-1
CCOc1ccc(NC(=O)CSc2nc3cccnc3n2CC)cc1	-1	i	i	i	-4	i	8	i	i	i	·
N#Cc1c(NC(=O)c2ccccc2)sc2c1CCCCC2	0	i	i	i	-3	i	5	i	i	i	0
COCCn1c(-c2ccc(OC)cc2)cnc1SCC(=O)Nc1ccc(OC)cc1OC	-5	i	i	i	-6	i	-5	i	i	6*	-1
CCN(CC)S(=O)(=O)c1ccc(N=N/C(C(C)=O)=C(/C)O)cc1	0	i	i	i	-10	i	3	i	i	i	2
CC/C(C)=N\N=C\c1c(O)n(CC)c2cc(C3=NNC(=O)CC3)ccc12	2	i	i	i	-24	i	4	i	i	i	1
Cc1c(C(=O)N2CCCCC2)c(S(=O)(=O)N2CCN(c3ccccc3F)CC2)c(C)n1C	3	i	i	i	-9	i	-3	i	i	i	0
COc1ccc(C2=NOC(C)(c3nnc(-c4ccncc4)o3)C2)cc1 (stereo not drawn)	-3	i	i	i	-13	i	-14	i	i	i	-1
CC(=O)N(Cc1c(C)nn(-c2ccccc2)c1Cl)c1ccc(Cl)cc1	-3	i	i	i	-19	i	7	i	i	i	-1
CCc1nc(NCCN2CCOCC2)c(C#N)c2c1CCCC2	-2	i	i	i	-8	i	29	i	i	i	2
Fc1ccc(Nc2nc(N/N=C/c3ccco3)nc(N3CCCCC3)n2)cc1	0	i	i	i	-33	i	17	i	i	i	0
Brc1ccc2c(c1)OCCOCCOCCOCCOCCO2	-1	i	i	i	-5	i	-4	i	i	i	0
CCOC(=O)C1CCN(c2c(-c3ccccc3)c3cc(Cl)ccc3[nH]c2=O)CC1	1	i	i	i	-12	i	1	i	i	i	-1
COCCNc1c2c(nc3c(-c4ccccc4)c(C)nn13)CCCC2	-3	i	i	i	-20	i	-5	i	i	i	8
CN(CCC(=O)Nc1ccc(Cl)cc1)Cc1ccccc1	0	i	i	i	-7	i	12	i	i	i	-1
Cc1ccc(C(=O)NCC(=O)NCc2cc(=O)n(C)c(=O)n2C)cc1C	0	i	i	i	-10	i	2	i	i	i	-9
O=S(=O)(NCc1ccccc1)c1ccc(-n2cccn2)cc1	0	i	i	i	-8	i	-5	i	i	i	·
O=C(Cn1[nH]c(=O)c2ccccc2c1=O)NCc1cccnc1	1	i	i	i	-6	i	-5	i	i	i	1
CC1=C(C(=O)OC2CCCCCCC2)C(c2cccc(O)c2)NC(=O)N1 (stereo not drawn)	2	i	i	i	-11	i	7	i	i	i	2

Part of the list above in order of molar mass, low to high:
SMILES	GSK3B inh	RGS4 act	KCNK9 block	PolyA inh	hERG protect	KCNQ1 act	Dyrk1A ADPGlo	RGS4 inh	KCNK3 inh	KCNQ1 inh	GSK3 alpha inh
O=S(=O)(NCc1ccccc1)c1ccc(-n2cccn2)cc1	0	i	i	i	-8	i	-5	i	i	i	·
CCc1nc(NCCN2CCOCC2)c(C#N)c2c1CCCC2	-2	i	i	i	-8	i	29	i	i	i	2
COCCNc1c2c(nc3c(-c4ccccc4)c(C)nn13)CCCC2	-3	i	i	i	-20	i	-5	i	i	i	8
Fc1ccc(Nc2nc(N/N=C/c3ccco3)nc(N3CCCCC3)n2)cc1	0	i	i	i	-33	i	17	i	i	i	0

Other results
SMILES	GSK3B inh	RGS4 act	KCNK9 block	PolyA inh	hERG protect	KCNQ1 act	Dyrk1A ADPGlo	RGS4 inh	KCNK3 inh	KCNQ1 inh	GSK3 alpha inh
CC1=CN2C(=NC(=O)CC2(C)C(=O)N(CC(=O)NC2CCCC2)c2cc(C)cc(C)c2)C=C1 (stereo not drawn)	-2	i	i	i	-8	i	-1	i	i	i	0
CC(C)N=C(Nc1ccc(Cl)cc1)c1cccnc1	-2	i	i	i	-10	i	-4	i	i	i	-2
COC(=O)/C=C1\S/C(=N/N=C/c2ccco2)NC1=O	-3	i	i	i	-3	i	2	i	i	i	-1
CCOc1ccc(S(=O)(=O)n2cnc(C)c2)cc1	0	i	i	i	-1	i	·	i	i	i	8
CCN(CC)Cc1c(O)ccc2cc(-c3nc4ccccc4n3C)c(=O)oc12	2	i	i	i	-19	i	0	i	i	i	0
CC(C)(C)c1ccc(C(=O)Nc2nnc(C3=COCCO3)o2)cc1	5	i	i	i	0	i	-2	i	i	i	-4
Cc1cccc(C)c1NC(=O)COC(=O)c1cccnc1	2	i	i	i	-10	i	-2	i	i	i	-1
Cn1c(-c2ccccc2)n[nH]c1=S	1	i	i	i	-7	i	-3	i	i	i	3
CC1CCN(CCCCOc2ccc(Cl)cc2)CC1	-4	i	i	i	-2	i	-6	i	i	i	-1
O=C(NCc1ccc2c(c1)OCO2)C1CCCCC1	2	i	i	i	-11	i	-2	i	i	i	-2
Cc1ccc2c(c1)COc1c3ccc(C(=O)NCCO)cc3nn1-2	0	i	i	i	-7	i	-1	i	i	i	10
CCC(CCC(=O)Nc1ccc(S(N)(=O)=O)cc1)C(=O)O (stereo not drawn)	3	i	i	i	5.1*	i	-1	i	i	i	0
Nc1n[nH]c(-c2ccc(F)cc2)n1	1	i	i	i	-14	i	8	i	i	i	0
COc1ccc(OC)c(S(=O)(=O)N2CCCC(C(=O)NCc3ccncc3)C2)c1 (stereo not drawn)	0	i	i	i	-10	i	7	i	i	i	3
Cc1ccc(S(=O)(=O)N2CCN(C(=O)COC(=O)c3cnc(C)cn3)CC2)c(C)c1	-4	i	i	i	-12	i	7	i	i	i	2
O=C(c1ccco1)N1CCN(C(=O)C2CC(c3ccc(F)cc3)=NO2)CC1 (stereo not drawn)	2	i	i	i	-3	i	17	i	i	i	·
O=C(Cn1c(NCCO)nc2ccccc21)N1CCN(Cc2ccccc2)CC1	-3	i	i	i	-5	i	-2	i	i	i	-2
Cc1cccc(C(=O)Nc2nnc(-c3ccco3)o2)c1	-4	i	i	i	4	i	-6	i	i	i	0
CC(C(=O)Nc1nncs1)N1C(=O)C2C3C=CC(C3)C2C1=O (stereo not drawn)	2	i	i	i	-10	i	4	i	i	i	-1
CC(C)NC(=O)COc1ncnc2sccc12	-1	i	i	i	-4	i	-2	i	i	i	-3
COc1cccc(CNCc2cccnc2)c1OCc1ccccc1	-4	i	i	i	-2	i	·	i	i	i	-2
CCc1ccnc(NC(=O)Nc2ccc(OCc3ccccc3)cc2)c1	0	i	i	i	-1	i	-5	i	i	i	0
O=C(Nc1ccc2c(c1)OCO2)N1CCN(c2ccc(F)cc2)CC1	0	i	i	i	-5	i	0	i	i	i	·
Cc1ccc(C(=O)Cn2nnc3ccccc32)cc1[N+](=O)[O-]	1	i	i	i	-1	i	-1	i	i	i	3
CCCCCSc1nc2c(c(=O)[nH]c(=O)n2C)n1C	-1	i	i	i	-7	i	-3	i	i	i	2
CCOC(=O)Cc1csc(NC(=O)c2ccc(S(=O)(=O)N(CCOC)CCOC)cc2)n1	3	i	i	i	-14	i	4	i	i	i	-3
CC(C)Oc1ccc(CC2CC(=O)NC2=O)cc1 (stereo not drawn)	1	i	i	i	-2	i	-3	i	i	i	0
CS(=O)(=O)c1ccc(Cl)c(NC(=O)COC(=O)CCCN2C(=O)c3cccc4cccc(c34)C2=O)c1	1	i	i	i	-9	i	-4	i	i	i	-1
CC(Oc1ccccc1)C(=O)N=C1SC2CS(=O)(=O)CC2N1Cc1ccc(F)cc1 (stereo not drawn)	1	i	i	i	-3	i	10	i	i	i	-1
O=C(Nc1cccnc1)c1ccc(-c2ccc(Cl)cc2)o1	-4	i	i	i	-3	i	4	i	i	i	2
COc1ccc(-c2cc(C(=O)N3CCCCC3)no2)cc1OC	-1	i	i	i	-15	i	4	i	i	i	-5
Cc1cnc(C(=O)OCc2ccc(Br)cc2F)cn1	2	i	i	i	-4	i	4	i	i	i	-2
O=C(N/N=C/c1ccc([N+](=O)[O-])s1)c1ccncc1	0	i	i	i	-10	i	3	i	i	i	-2
O=C(NCc1ccco1)c1ccc2c(c1)CCO2	-4	i	i	i	-6	i	2	i	i	i	0
CC(=O)c1cccc(NC(=S)NNC(=O)c2ccc(C)c([N+](=O)[O-])c2)c1	2	i	i	i	-7	i	7	i	i	i	-2
CC(C)N(CCn1c(SCC(=O)N2CC(=O)Nc3ccccc32)nc2ccccc2c1=O)C(C)C	0	i	i	i	-12	i	2	i	i	i	0
CCC1C(=O)N(c2nc(C)cc(C)n2)N=C1C (stereo not drawn)	-3	i	i	i	-7	i	-1	i	i	i	·
